From PubChem
NTR1 ag – agonists of NTR1, primary screen, imaging, U2OS cells, beta-arrestin-GFP, high content (AID 493036) | Neurotensin receptor type 1 (Homo sapiens), P30989 | NTR1-U2OS beta-arrestin-GFP spot imaging, agonist mode | activation, % at 20 µM | 0.17% of 330,000 active;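 active = activation at or above 40% of the spot to cytoplasm intensity ratio, with at least 20 cells analyzed; inconclusive = wells under 20 cells, flagged as cytotoxic or low count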;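 note: 0% = DMSO without peptide and 100% = 100 nM NTR1 peptide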
Target sequence (P30989 whole entry, looked up): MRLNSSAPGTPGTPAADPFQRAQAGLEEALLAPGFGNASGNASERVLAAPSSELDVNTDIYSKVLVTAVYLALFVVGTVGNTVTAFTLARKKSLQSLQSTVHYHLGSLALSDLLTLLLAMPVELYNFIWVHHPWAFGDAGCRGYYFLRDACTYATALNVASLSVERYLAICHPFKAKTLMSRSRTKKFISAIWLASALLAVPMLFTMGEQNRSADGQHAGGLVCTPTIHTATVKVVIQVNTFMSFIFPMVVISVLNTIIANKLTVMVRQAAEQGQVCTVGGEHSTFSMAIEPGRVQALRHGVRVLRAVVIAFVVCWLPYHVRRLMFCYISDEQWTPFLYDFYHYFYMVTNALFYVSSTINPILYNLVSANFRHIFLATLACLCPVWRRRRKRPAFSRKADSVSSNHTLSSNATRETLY
NS5 inhibitors – Dengue-2 NS5 methyltransferase inhibitors, primary screen, biochemical, confirmation dose response (AID 588689); Dengue-2 NS5 methyltransferase capping enzyme assay, biochemical; higher % means a stronger effect; 0.3% of 340,000 active; one-dose inhibition, % at 25 µM; IC50 in µM for titrated hits; in the data active = a potency from the dose series; inconclusive = inhibition above about 29% without an active follow-up result
AID2073 – inhibitors of Mint1-CaV2.2 protein interaction, biochemical, HTRF (AID 2073) | HTRF protein-protein interaction, Mint1-CaV2.2; higher % means a stronger effect | one-dose inhibition, % at 20 µM; IC50 in µM for titrated hits | 0.19% of 290,000 active; in the data active = inhibition mostly above about 51%, no sharp cut-off; inconclusive = no clear call, values can overlap the other calls; inactive = mostly below about 53%; note: some results filed as inactive read as strong as hits
GPR35 arrestin U2OS – GPR35 antagonists blocking zaprinast-driven arrestin recruitment, primary screen, imaging, U2OS, beta-arrestin-GFP, zaprinast agonist (AID 2058); 0.052% of 290,000 active; one-dose inhibition, % at 10 µM; IC50 in µM for titrated hits; U2OS GPR35 beta-arrestin-GFP translocation imaging, zaprinast antagonism; higher % means a stronger effect; G-protein coupled receptor 35 (Homo sapiens);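 active = inhibition of at least 50% with at least 30 cells and total cytoplasm GFP at most 10,000,000; inconclusive = under 30 cells or total GFP of 10,000,000 plus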
WT yeast gro inh – growth inhibition of WT strain, primary screen, mitochondrial fusion inhibitor project, WT and mutant strains, chemical genetic. mitochondrial fusion phenotypic screen. inhibition, % at 10 µM. 2.1% of 190,000 active. AID 1362, 2008; in the data active = inhibition above about 58%; tested in S. cerevisiae
UTI89 phage lysis – inhibition of K1F phage lysis, E. coli UTI89, bacterial capsule biogenesis inhibitors, alamar blue (AID 488966); 0.02% of 340,000 active; E. coli UTI89 K1F phage lysis, alamar blue, 2 h; higher % means a stronger effect; one-dose inhibition, % at 100 µM; IC50 in µM for titrated hits;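 active = phage lysis inhibition, versus mean bacterial control, above a set limit; inconclusive = no clear call, values can overlap the other calls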;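 note: capsule biogenesis inhibitors block K1F phage lysis so surviving cells raise fluorescence; higher fluorescence means more inhibition of phage lysis; actives were called in the ten point dose series up to 300 µM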
RSV antiviral HEp-2 – RSV antiviral activity via CPE protection, HEp-2 cells, primary 10 µM value included (AID 2391) | 0.13% of 310,000 active | one-dose CPE inhibition, % at 10 µM; IC50 in µM for titrated hits | HEp-2 cells, RSV-induced CPE inhibition; higher % means a stronger effect; in the data active = a potency from the dose series; inconclusive = CPE inhibition mostly from about 23% at the one dose, without a potency; inactive = the rest, 99 in 100 with CPE inhibition below about 21%; note: strong numbers were not always called active
Autophagy mod – autophagy modulators in MEF cells, primary screen, imaging, high-content, MEF GFP-LC3. 0.98% of 190,000 active. MEF GFP-LC3 puncta imaging; test concentration mostly 10 µM. calls only at 10 µM (by protocol). AID 463193, 2010;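 active = percentage of spot-positive cells more than 3 SD above its plate mean, without a fluorescence outlier flag or 80% toxicity; inconclusive = no clear call, values can overlap the other calls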;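 note: spot-positive cell cutoff set from DMSO-treated cells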
LYP phosphatase – inhibitors of LYP phosphatase, biochemical, fluorescence intensity, uHTS (AID 1779) | 0.054% of 290,000 active | Tyrosine-protein phosphatase non-receptor type 22 (Homo sapiens) | recombinant LYP phosphatase, fluorescence intensity; higher % means a stronger effect | one-dose inhibition, % at 11.5 µM; IC50 in µM for titrated hits; in the data active = inhibition above about 50%;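 note: plate controls were vehicle with enzyme for no effect and no enzyme for full effect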
WT yeast gro inh mutant strain – second read-out of WT yeast gro inh, no call of its own (marks repeat the call); inhibition, %; mitochondrial fusion phenotypic screen, mutant strain inhibition
Autophagy mod cell loss 18 h – further read-out of Autophagy mod, marked with its call; toxicity, %; measured here: cell loss, nuclei count;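 cell loss after 18 h compound exposure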
NTR1 ag cell count 20 µM – also measured in NTR1 ag; calls as there; cell count; measured here: cell count, cytotoxicity flag
Starred values were filed as active, the others as inactive; i = inactive; ? = inconclusive; . = no result given; [ ] = remark or other dose.

(1) C=CCn1nc(-c2ccccc2)c2c(C)onc2c1=O
(2) CNS(=O)(=O)c1ccc2nc(NC(=O)c3ccc(N4C(=O)CCC4=O)cc3)sc2c1
(3) S=c1[nH]c2cc(Cl)ccc2s1
(4) CCCCn1c(N)c(N(CC(C)C)C(=O)C2=COCCO2)c(=O)[nH]c1=O
(5) Cc1ccc(NS(=O)(=O)c2cccc(C(=O)N/N=C/c3c(C)nn(-c4ccccc4)c3N3CCCC3)c2)c(C)c1
(6) O=C1CCC(C(=O)N2CCCC(C(=O)c3ccc4ccccc4c3)C2)=NN1 (centres undefined)
(7) C[C@@H](CN1C(=O)C(=O)NC[C@@H]1C)NC(=O)CC12CC3CC(CC(C3)C1)C2
(8) COC(=O)[C@@H]1C[C@H]1[C@@H](NC(=O)c1ccccc1)c1ccccc1
assay / entry,1,2,3,4,5,6,7,8
NTR1 ag,0.9,0.7,0.1,1.7,2.8,0.7,3.9,-4.2
NTR1 ag cell count 20 µM,40,38,49,47,68,68,71,104
NS5 inhibitors,-6%,-2%,-8%,8%,4%,2%,-7%,-14%
AID2073,-2%,39%,-18%,.,26%,4%,-3%,0%
GPR35 arrestin U2OS,-6%,-8%,-1%,.,-14%,11%,-2%,2%
WT yeast gro inh,4,2,57,.,-21,.,.,-9
WT yeast gro inh mutant strain,2,6,57,.,-4,.,.,-2
UTI89 phage lysis,0.2%,-0.1%,0.6%,0.3%[50 µM],1.3%[50 µM],0.1%,0.0%,0.3%
RSV antiviral HEp-2,2.8%,0.4%,5.3%,-0.6%,20%,1.4%,1.6%,-0.7%
Autophagy mod,i,i,i,.,i,.,.,i
Autophagy mod cell loss 18 h,16,-9,8,.,-5,.,.,14
LYP phosphatase,-5%,-2%,-7%,.,11%,-13%,-4%,-4%

Part of the list above, with two lines to a compound.
Values run as follows: NTR1 ag	NTR1 ag cell count 20 µM	NS5 inhibitors	AID2073	GPR35 arrestin U2OS	WT yeast gro inh	WT yeast gro inh mutant strain	UTI89 phage lysis	RSV antiviral HEp-2	Autophagy mod	Autophagy mod cell loss 18 h	LYP phosphatase
3) S=c1[nH]c2cc(Cl)ccc2s1
    0.1	49	-8%	-18%	-1%	57	57	0.6%	5.3%	i	8	-7%
4) CCCCn1c(N)c(N(CC(C)C)C(=O)C2=COCCO2)c(=O)[nH]c1=O
    1.7	47	8%	.	.	.	.	0.3%[50 µM]	-0.6%	.	.	.

Carrying on.
(9) COc1ccc(/C=C(/NC(=O)c2cccs2)C(=O)N2CCOCC2)cc1OC
(10) Cc1ccc(NC(=S)NCCO)c(C)c1
(11) O=C(Nc1ccccc1C(=O)N1CCOCC1)c1cc2ccccc2o1
(12) CCOc1ccc(NC(=O)CSc2nnc(N)s2)c([N+](=O)[O-])c1
(13) O=C(CSc1ccsc1[N+](=O)[O-])Nc1cccc(F)c1
(14) O=C(NCc1ccco1)C1CCCN(c2ncnc3c2nc2n3CCCCC2)C1 (centres undefined)
(15) C/C(=C\C(=O)Nc1cc(C)on1)c1ccccc1
(16) COc1ccc(CCNCC(C)c2ccccc2)cc1 (centres undefined)
assay / entry,9,10,11,12,13,14,15,16
NTR1 ag,2.3,-1.2,-0.1,-0.5,.,0.7,-2.4,0.3
NTR1 ag cell count 20 µM,43,73,46,21,.,45,65,70
NS5 inhibitors,-3%,-1%,-3%,-9%,-1%,-5%,-1%,-3%
AID2073,12%,1%,-5%,-6%,47%,3%,4%,0%
GPR35 arrestin U2OS,-15%,4%,6%,-5%,-23%,-21%,4%,-6%
WT yeast gro inh,-29,7,.,-9,-4,.,-1,.
WT yeast gro inh mutant strain,3,7,.,-11,9,.,18,.
UTI89 phage lysis,0.3%,0.0%,0.4%,-0.2%,0.4%,0.1%,i,-0.1%
RSV antiviral HEp-2,1.8%,0.9%,2.3%,-0.4%,.,-0.8%,-0.4%,0.0%
Autophagy mod,i,i,.,i,i,.,i,.
Autophagy mod cell loss 18 h,8,15,.,25,-2,.,0,.
LYP phosphatase,2%,-3%,-9%,-5%,2%,-8%,0%,-2%

(17) O=C(O)C1CCN(C(=O)OCc2ccccc2)CC1
(18) CCCCn1c(SCC(=O)Nc2cccc(C)n2)nnc1-c1ccco1
(19) Cc1cc(C)c(S(=O)(=O)N2CCCC(C(=O)NC3CC3)C2)c(C)c1 (centres undefined)
(20) COc1ccc(-c2nnc(SCC(=O)NNC(=O)Cc3ccccc3)n2C)cc1OC
(21) COc1cccc(CN(C)C(=O)c2ccc(OCC(=O)Nc3cccc(C(F)(F)F)c3)c(OC)c2)c1
(22) c1ccc(-c2nnc(CN3CCCCC3)o2)cc1
(23) CC(=O)Cc1nsc(NC(=O)c2ccc(-c3cc(Cl)ccc3Cl)o2)n1
(24) CC(C)(C)C(=O)Cn1c(=O)n(CC2CCCO2)c(=O)c2ccccc21 (centres undefined)
assay / entry,17,18,19,20,21,22,23,24
NTR1 ag,-0.7,-0.2,0.5,4.4,5.4,-1.0,0.5,0.6
NTR1 ag cell count 20 µM,88,55,51,49,68,105,57,48
NS5 inhibitors,-5%,-10%,-3%,-5%,1%,-13%,-3%,6%
AID2073,0%,-5%,5%,-3%,.,7%,18%,-7%
GPR35 arrestin U2OS,-6%,-12%,1%,7%,.,-3%,-3%,-19%
WT yeast gro inh,-12,-73,.,-10,.,.,71*,4
WT yeast gro inh mutant strain,31,2,.,-8,.,.,-2.4*,-8
UTI89 phage lysis,-0.1%,0.3%,0.0%[50 µM],4.1%,-0.7%,0.0%,0.1%,0.4%[50 µM]
RSV antiviral HEp-2,2.0%,1.8%,1.7%,3.1%,-1.9%,1.0%,-0.7%,-0.8%
Autophagy mod,i,i,.,i,.,.,i,i
Autophagy mod cell loss 18 h,0,67,.,-4,.,.,-11,-49
LYP phosphatase,-6%,-6%,-7%,-4%,.,-10%,2%,-8%

(25) O=C(NCc1nnc2c3ccccc3c(-c3ccccc3)nn12)c1ccccc1Cl
(26) CCOC(=O)c1cnc2c(Cl)cccc2c1NCCCN1CCOCC1
(27) CCCCNC(=S)N(C)/N=C/c1ccccc1F
(28) CCc1cccc(NC(=O)C2CCN(S(=O)(=O)c3cccs3)CC2)c1
(29) Cc1cc(C)cc(NC(=O)C(Sc2ncnc3ccccc23)c2ccccc2)c1 (centres undefined)
(30) O=c1c2nncn2c2cccnc2n1CCNc1ncc(C(F)(F)F)cc1Cl
(31) O=S(=O)(c1ccccc1)N1CCc2ccccc2C1
(32) CCOC(=O)C1CCN(S(=O)(=O)c2cccc(-c3cn4cccnc4n3)c2)CC1
assay / entry,25,26,27,28,29,30,31,32
NTR1 ag,-0.5,1.3,2.8,0.4,4.2,0.2,-0.1,1.4
NTR1 ag cell count 20 µM,85,51,41,45,70,56,62,51
NS5 inhibitors,2%,-8%,0%,1%,-4%,4%,-3%,-6%
AID2073,1%,8%,7%,-3%,22%,-2%,-2%,16%
GPR35 arrestin U2OS,-11%,19%,0%,-3%,12%,-3%,2%,-18%
WT yeast gro inh,7,.,51,16,0,.,.,.
WT yeast gro inh mutant strain,-11,.,27,-7,-3,.,.,.
UTI89 phage lysis,0.3%,-0.1%,6.9%,8.6%,0.4%,0.3%,0.1%,0.2%
RSV antiviral HEp-2,17%,-0.4%,1.5%,7.1%,2.2%,6.3%,0.5%,-0.4%
Autophagy mod,i,.,i,i,i,.,.,i
Autophagy mod cell loss 18 h,-5,.,-2,-6,-8,.,.,8
LYP phosphatase,-3%,-8%,-3%,-2%,-2%,-4%,-2%,-8%

Taken from above.
Entry of #27 under LYP phosphatase: -3%
Entry of #25 under Autophagy mod cell loss 18 h: -5

Returning to the listing, starting 4 compounds before the break.
(29) Cc1cc(C)cc(NC(=O)C(Sc2ncnc3ccccc23)c2ccccc2)c1 (centres undefined)
(30) O=c1c2nncn2c2cccnc2n1CCNc1ncc(C(F)(F)F)cc1Cl
(31) O=S(=O)(c1ccccc1)N1CCc2ccccc2C1
(32) CCOC(=O)C1CCN(S(=O)(=O)c2cccc(-c3cn4cccnc4n3)c2)CC1
(33) OCc1ccccc1CNCc1ccccc1
(34) Cn1cccc1Cc1nnc(SCC(=O)Nc2ccccc2)n1-c1ccc(F)cc1
(35) Cc1ccc(CN2CCN(/N=C\c3cccc([N+](=O)[O-])c3)CC2)cc1
(36) FC(F)(F)c1nnc2ccc(N3CCCCCC3)nn12
(37) CN1CCN(C(=O)CSc2nc(-c3ccncc3)ccc2C#N)CC1
(38) CCOCCCNC(=O)c1ccc(N2CC3CC(C2)c2cccc(=O)n2C3)c(NC(=O)Nc2cccc(OC)c2)c1 (centres undefined)
(39) Cc1ccc(NC2=C(Cl)C(=O)OC2OC(=O)c2ccccc2)c(C)c1 (centres undefined)
(40) Cc1ccc(-n2c(SCC(=O)N3CCOCC3)nnc2-c2cccnc2)cc1
(41) O=C(Cn1nnc2c(cnn2-c2ccccc2)c1=O)NCc1cccs1
(42) COC(=O)[C@@H](NC(=O)NC1CCN(Cc2ccccc2)CC1)C(C)C
assay / entry,29,30,31,32,33,34,35,36,37,38,39,40,41,42
NTR1 ag,4.2,0.2,-0.1,1.4,-0.5,-0.4,-0.6,0.2,-0.5,1.6,2.6,1.5,-1.6,-0.2
NTR1 ag cell count 20 µM,70,56,62,51,51,71,46,53,42,67,35,54,53,38
NS5 inhibitors,-4%,4%,-3%,-6%,-6%,-7%,2%,-3%,-5%,9%,-5%,-12%,1%,4%
AID2073,22%,-2%,-2%,16%,5%,-3%,-9%,5%,10%,-5%,7%,-3%,3%,-3%
GPR35 arrestin U2OS,12%,-3%,2%,-18%,15%,2%,4%,4%,0%,15%,-7%,22%,-18%,9%
WT yeast gro inh,0,.,.,.,18,-10,41,2,6,.,23,13,-7,-15
WT yeast gro inh mutant strain,-3,.,.,.,-2,6,36,-3,-12,.,23,11,-2,-6
UTI89 phage lysis,0.4%,0.3%,0.1%,0.2%,4.2%,-4.4%,-0.3%,-0.3%,0.4%,0.1%,0.2%,5.3%,1.2%,0.6%
RSV antiviral HEp-2,2.2%,6.3%,0.5%,-0.4%,-0.3%,1.2%,0.4%,?,1.3%,1.2%,-0.5%,1.2%,1.6%,1.1%
Autophagy mod,i,.,.,i,i,i,i,i,i,.,i,i,i,i
Autophagy mod cell loss 18 h,-8,.,.,8,19,-9,12,4,8,.,20,44,14,-3
LYP phosphatase,-2%,-4%,-2%,-8%,5%,-4%,2%,-3%,-4%,-14%,3%,-3%,0%,0%
